Source: PubChem
PG9 binder: binds the HIV-1 gp120 antibody PG9; inhibition, % at 6.7 µM; actives 0.43% (n = 360,000); AID 624416; TR-FRET gp120-PG9 antibody binding; in the data active means inhibition above about 8.5%
HTRA1 inhibitor: HTRA1 (human) protease inhibition; recombinant HTRA1, FP-rhodamine activity-based probe, fluorescence polarization; Q92743; inhibition, % at 5.96 µM; actives 0.5% (n = 340,000); AID 504803; in the data active means inhibition above about 36%;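 further: 0% = enzyme with DMSO and 100% = wells lacking enzyme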
ARFGAP1 inhibitor: rat ARFGAP1 inhibition; Arfgap1-stimulated ARF1 GTP hydrolysis, GDP FP detection; inhibition, % at 16.5 µM; actives 0.26% (n = 360,000); AID 651572; Q62848;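 active means inhibition above a per-plate limit, mean inhibition of low control wells plus 3 SD, cut at about 25% in these data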;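 further: 0% = DMSO wells with enzyme and 100% = wells lacking Arfgap1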
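Assay system: purified rat His6-Arfgap1 residues 1-136 (GAP domain); Reagent: human Δ17 ARF1 bound to GTP; Dosing: 16.5 µM single point, 1.26% DMSO; Times: GTP hydrolysis reaction 2 h at 25 °C; Signal: FP, GDP Alexa 633 tracer displaced from anti-GDP antibody, 620/688 nm; Measure: % inhibition from polarization.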
SMARCA2 activ: increases SMARCA2 function in MMTV reporter cells | actives 1% (n = 370,000) | MG213 cells, MMTV-luciferase reporter, dexamethasone, overnight | activation, % at 9.1 µM; in the data active means activation above about 7.8%;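 further: 0% = vehicle wells and 100% = reference activator wells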
ASAP1 GAP inh: ASAP1 ArfGAP inhibition; ASAP1-stimulated ARF1 GTP hydrolysis, GDP FP detection; Q9ULH1; inhibition, % at 16.5 µM; actives 0.19% (n = 360,000); in the data active means inhibition above about 25%;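 further: 0% = vehicle with enzyme and substrate and 100% = no enzyme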
GC-B act: GC-B (human) receptor activation | actives 0.11% (n = 370,000) | HEK293-GC-B cells, CNP EC30, cGMP TR-FRET; 0% at EC30 CNP, 100% saturating CNP | AID 1920062 | P20594 | activation, % at 10 µM;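 active means activation at 10 µM reaching about 35% in either raw or pattern-adjusted values, limit read from the data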
NPR1 activator: GC-A (human) enzyme activation; P16066; HEK293 GC-A cells, cGMP TR-FRET, EC30 ANP; 0% at EC30 ANP, 100% saturating ANP; activation, % at 10 µM; actives 0.14% (n = 370,000); AID 1671463; in the data active means activation above about 40%
rCAG RNA binder: molecules binding r(CAG) RNA repeats; r(CAG) RNA repeat, TO-PRO-1 dye displacement fluorescence; actives 1.3% (n = 370,000); inhibition, % at 3 µM;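 active means inhibition above the plate cutoff, the mean of all test compounds on that plate plus 3 SD, cut at about 35% in these data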;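 further: 0% = DMSO alone and 100% = 100 µM mitoxantrone as full dye displacement; higher means more dye released from RNA so lower well fluorescence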
mABHD4 FP: inhibitors of mouse ABHD4 | inhibition, % at 8.92 µM | Q8VD66 | AID 720543 | actives 0.54% (n = 370,000) | purified mABHD4, FP-Rh probe fluorescence polarization;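 active means inhibition exceeding the mean over every tested compound plus 3 SD, cut at about 30% in these data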;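 further: 0% = plate median of compound wells and 100% = S159A mutant with DMSO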
Target sequence (Q8VD66 whole entry, looked up): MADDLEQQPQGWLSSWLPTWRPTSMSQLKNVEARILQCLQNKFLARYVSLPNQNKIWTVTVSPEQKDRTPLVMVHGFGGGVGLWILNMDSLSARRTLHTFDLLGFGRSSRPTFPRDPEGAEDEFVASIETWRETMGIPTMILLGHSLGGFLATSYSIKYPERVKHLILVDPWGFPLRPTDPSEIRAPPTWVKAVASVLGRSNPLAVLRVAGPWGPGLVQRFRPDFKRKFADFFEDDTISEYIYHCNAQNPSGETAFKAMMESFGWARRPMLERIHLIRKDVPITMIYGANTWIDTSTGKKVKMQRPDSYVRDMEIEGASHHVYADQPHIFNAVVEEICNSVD
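assay system = mABHD4 protein | compound dosing = single nominal dose of 8.92 µM, 0.89% DMSO final | read-out basis = percent inhibition of probe binding, normalized to plate controls | schedule = Enzyme–compound pre-incubation 45 min, then probe 60 min, both 25 °C | detection = fluorescence polarization, excitation 525 nm, emission 598 nm, BODIPY TMR filters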
NR1D1 modulator: modulators of human Rev-erb alpha DNA binding; actives 0.79% (n = 370,000); Rev-erbα–FITC-DNA binding, fluorescence polarization, 90 min; P20393; activity, % at 10 µM;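 active means activity above about 14%, limit read from the data; passing the limit was not always enough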;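 further: 0% = DMSO wells with 35 nM protein and 100% = DMSO wells with 750 nM protein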
Target sequence (P20393 whole entry, looked up): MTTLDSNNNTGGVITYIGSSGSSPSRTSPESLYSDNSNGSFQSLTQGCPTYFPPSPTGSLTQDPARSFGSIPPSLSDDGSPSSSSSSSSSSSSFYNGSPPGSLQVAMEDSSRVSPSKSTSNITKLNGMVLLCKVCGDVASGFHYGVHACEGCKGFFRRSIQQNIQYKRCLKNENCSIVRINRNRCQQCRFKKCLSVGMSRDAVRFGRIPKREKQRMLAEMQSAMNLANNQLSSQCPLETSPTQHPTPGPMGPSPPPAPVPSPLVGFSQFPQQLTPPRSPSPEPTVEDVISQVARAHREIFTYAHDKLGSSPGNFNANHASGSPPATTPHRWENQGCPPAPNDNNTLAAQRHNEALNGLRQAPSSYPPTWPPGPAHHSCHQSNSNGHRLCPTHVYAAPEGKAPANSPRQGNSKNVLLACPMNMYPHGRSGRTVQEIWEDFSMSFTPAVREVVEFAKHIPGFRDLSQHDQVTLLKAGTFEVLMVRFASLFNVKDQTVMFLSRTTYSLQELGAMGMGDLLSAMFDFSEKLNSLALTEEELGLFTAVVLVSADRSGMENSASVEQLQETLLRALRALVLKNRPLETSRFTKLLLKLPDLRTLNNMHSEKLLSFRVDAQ
The depositor's hits bear a star; / = no result given.

SMILES | PG9 binder | HTRA1 inhibitor | ARFGAP1 inhibitor | SMARCA2 activ | ASAP1 GAP inh | GC-B act | NPR1 activator | rCAG RNA binder | mABHD4 FP | NR1D1 modulator
O=C(COC(=O)CCN=C1NS(=O)(=O)c2ccccc21)NC1CCCCCCC1 | 0.7 | 0 | 8 | 3 | 3 | -3 | 1 | -3 | 0 | -5
O=C(/C=C/c1cccc(F)c1)N(c1ccccn1)C1CCCCC1 | -0.5 | -1 | 2 | -4 | 4 | 0 | -2 | -8 | -1 | 0
O=C(NCCc1ccc(C(F)(F)F)cc1)C1CC(=O)N(c2ccc3c(c2)OCCO3)C1 (configuration not stated) | 0.0 | 3 | -3 | 6 | -7 | -4 | -4 | 0 | 1 | 0
CCOC(=O)C1(CC2CCCCO2)CCN(Cc2ccc(OC)cc2F)CC1 (configuration not stated) | -0.7 | 2 | -7 | -5 | 7 | 4 | 1 | -6 | -3 | -2
Cc1ccc(OCC(=O)Nc2ccc(N3CCN(C(=O)c4ccco4)CC3)cc2)cc1C | 0.1 | -4 | -14 | -5 | -5 | 1 | 3 | -5 | 1 | -2
CC1CN(C2=N/C(=C/c3ccc4c(c3)OCO4)C(=O)N2)CC(C)O1 (configuration not stated) | -4.7 | 1 | 1 | -2 | 2 | -2 | -2 | -4 | 0 | 1
CNC(=S)NC1CC2CCCC(C1)N2Cc1ccco1 (configuration not stated) | -0.1 | 0 | 8 | 0 | 2 | 4 | -1 | -1 | 0 | 5
CCCCOC(=O)c1ccc(N=Nc2c(C)c(C#N)c(O)[nH]c2=O)cc1 | -1.4 | 4 | -3 | -1 | 4 | -5 | 6 | 7 | 3 | 8
CCOC(=O)CNC(=O)c1sc2ncnc(N3CCc4ccccc4C3)c2c1C | / | -6 | / | / | / | 4 | -3 | / | / | 1
O=C(NCc1nnc(SCC(=O)N2CCCC2)o1)c1c(F)cccc1F | -2.0 | 8 | -2 | 2 | -5 | 1 | 0 | -4 | 7 | 0
Cc1ccc(Cc2c(C)c(C#N)c3[nH]c4ccccc4n3c2=O)cc1 | 1.6 | 7 | 8 | -1 | -9 | 8 | 13 | 7 | 21 | -7
COc1ccc(-n2c(SCC(=O)Nc3ccccc3OC)nc(O)cc2=O)cc1 | -0.9 | -7 | -1 | -2 | 9 | 3 | 4 | 23 | -4 | -4
COc1ccc(C2C(C(C)=O)=C(O)C(=O)N2Cc2ccccc2)c(OC)c1 (configuration not stated) | -0.4 | 2 | 1 | -2 | -8 | -3 | 1 | 0 | 7 | -3
Cc1cccc(OCc2n[nH]c(=S)n2-c2ccccc2)c1 | -1.1 | 6 | 0 | 1 | 5 | -1 | -1 | 5 | 0 | -3
COc1ccc(C(=O)Oc2cc(OC)cc(OC)c2C(C)=O)cc1 | 1.8 | -4 | 3 | 0 | 4 | 1 | 0 | -8 | 38* | -3

Entries of single compounds, quoted from the list:
COc1ccc(C2C(C(C)=O)=C(O)C(=O)N2Cc2ccccc2)c(OC)c1 (configuration not stated) in the list: PG9 binder = -0.4; HTRA1 inhibitor = 2; ARFGAP1 inhibitor = 1; SMARCA2 activ = -2; ASAP1 GAP inh = -8; GC-B act = -3; NPR1 activator = 1; rCAG RNA binder = 0; mABHD4 FP = 7; NR1D1 modulator = -3
CC1CN(C2=N/C(=C/c3ccc4c(c3)OCO4)C(=O)N2)CC(C)O1 (configuration not stated) in the list: PG9 binder = -4.7; HTRA1 inhibitor = 1; ARFGAP1 inhibitor = 1; SMARCA2 activ = -2; ASAP1 GAP inh = 2; GC-B act = -2; NPR1 activator = -2; rCAG RNA binder = -4; mABHD4 FP = 0; NR1D1 modulator = 1

Continuation:
SMILES | PG9 binder | HTRA1 inhibitor | ARFGAP1 inhibitor | SMARCA2 activ | ASAP1 GAP inh | GC-B act | NPR1 activator | rCAG RNA binder | mABHD4 FP | NR1D1 modulator
CCOCCCn1c(SCC(=O)Nc2oc(C)c3c(C)n[nH]c(=O)c23)nnc1-c1ccncc1 | 1.6 | -4 | -2 | -4 | 9 | -10 | 2 | 1 | 7 | -7
Cn1cnc2c(ncn2C2OC(CO)C(O)C2O)c1=S (configuration not stated) | -0.5 | 1 | -10 | -4 | -6 | 0 | -1 | 0 | -1 | 6
CCN1CCN(c2cc(C)c3cc(NC(=S)N4CCCCC4)ccc3n2)CC1 | -1.3 | 7 | 0 | 5 | 5 | 2 | 2 | -7 | 2 | -5
N/C(=N\OC(=O)c1cccs1)c1cccnc1 | -1.9 | 3 | 11 | 7 | -3 | 2 | -2 | 2 | -1 | -2
NS(=O)(=O)c1cccc(NC(=O)COC(=O)c2cc(Cl)ccc2[N+](=O)[O-])c1 | -0.7 | 6 | 1 | -4 | 1 | 0 | -4 | 8 | 1 | 1
CCCc1nc2ccc(C(=O)OC)cn2c1Cc1ccccc1OC | 0.9 | / | -6 | -4 | -4 | -1 | 2 | 7 | 4 | -5
Cc1cc(C)nc(NNS(=O)(=O)c2ccc(Cl)cc2)n1 | 0.0 | 2 | -4 | 1 | 7 | -10 | -1 | 2 | 8 | 6
CC(=O)Nc1ccc(S(=O)(=O)NCCC(=O)NCCCc2ccccc2)cc1 | 2.1 | -8 | -5 | 2 | -7 | 6 | 1 | 2 | 2 | -4
Cn1c(C(=O)NCc2ccccn2)cc2c(=O)n(C)c3ccccc3c21 | -1.5 | -1 | 7 | 0 | -9 | 5 | 3 | 0 | 2 | -4
C/C(=C\C(=O)c1sccc1Cl)N(C)C | -0.4 | -6 | 0 | 6 | 0 | 0 | 1 | 8 | 1 | -7
O=C(CN(Cc1ccc(F)cc1)C(=O)c1csnn1)NCc1ccc2c(c1)OCO2 | -0.8 | 3 | 2 | 0 | 10 | 0 | -3 | -4 | 2 | 2
CCN(C1CCCCC1)S(=O)(=O)c1cc2c3c(c1)CCN3C(=O)CC2 | 0.8 | -3 | -6 | -2 | 7 | -5 | -4 | -6 | 2 | -7
CC1CN(C(=S)Nc2cccc(Cl)c2)CC(C)O1 (configuration not stated) | -0.9 | 4 | 7 | -2 | -10 | 1 | -1 | -1 | -2 | -1
CCOc1ccc(CN(C)C(=O)CCNC(=O)c2ccco2)cc1 | 1.9 | -2 | 0 | 0 | 8 | 1 | 0 | 0 | 8 | 0
Cc1cc(C(C#N)c2cccc(Cl)c2)n2ncnc2n1 (configuration not stated) | -0.5 | 0 | -1 | -2 | 1 | -5 | -1 | 32 | 1 | 3
O=C(/C=C/c1cccc(Cl)c1Cl)OCC(=O)N1CCOCC1 | -0.9 | -1 | 10 | 3 | -5 | 3 | 1 | -5 | -13 | 0
O=C(COc1ccc(S(=O)(=O)NC2CCCCC2)cc1)NCC1CCCO1 (configuration not stated) | 0.8 | -6 | 1 | -2 | -7 | -1 | 5 | -7 | 4 | -3
CC(=O)C1=C(C)OC(N)=C(C#N)C1c1ccco1 (configuration not stated) | -2.1 | 9 | 11 | -1 | 10 | 1 | 0 | 0 | 6 | 1
Cc1ccc(S(=O)(=O)N2CCC(C(=O)OCC(=O)N(CC(C)C)C3CCS(=O)(=O)C3)CC2)cc1C (configuration not stated) | 0.3 | 0 | 10 | -2 | -7 | 7 | 3 | -6 | 1 | -2
C=CCOc1ccc(C2C3=C(CCCC3=O)N(CC(=O)O)C3=C2C(=O)CCC3)cc1OCC | 3.9 | 7 | -10 | -1 | -6 | -3 | 5 | 3 | -2 | 0
CCOc1ccc(C(C)(N)C(=O)O)cc1 (configuration not stated) | 0.9 | 2 | 1 | -3 | -12 | 6 | -1 | 1 | -5 | 1
CC(CCc1ccc(O)cc1)NC1c2ccccc2-c2ccccc21 (configuration not stated) | 0.4 | -17 | 3 | 0 | 0 | -4 | -14 | -5 | -5 | -3
Nc1ccc2ccccc2c1C(=O)c1ccccc1 | -0.2 | -2 | -2 | -3 | -3 | -5 | 0 | 1 | -1 | 8
CCc1cc(CNC(=O)CC2C(=O)NCCN2CC2CCCCC2)on1 (configuration not stated) | -1.5 | 4 | 6 | 1 | 4 | 3 | 3 | -3 | 4 | -1
CCN(CC)C(=O)c1sc(NC(=O)c2ccc(C)c([N+](=O)[O-])c2)c(C#N)c1C | -0.5 | 1 | -5 | -1 | -11 | 0 | -2 | 10 | 5 | 4
CCOc1ccc(OCCN(C)Cc2ccccc2)cc1 | 0.6 | -2 | 15 | 2 | -14 | 0 | 6 | -9 | 6 | -7
Cc1nnc(-c2ccc(Cl)cc2)[nH]c1=O | -0.5 | 3 | 2 | -3 | 6 | -4 | -4 | -5 | 6 | 0
CN(c1ccc(C(=O)NCc2ccccc2)cc1)S(C)(=O)=O | -0.4 | -7 | -11 | 1 | 3 | -2 | 1 | -1 | -9 | -4
O=C(CCN1C(=O)/C(=C\c2ccccc2)SC1=S)NNC(=O)c1ccccc1O | -0.1 | 56* | 11 | -3 | -2 | 2 | 1 | 16 | 8 | 4
CC(OC(=O)c1ccc(Cl)nc1)C(=O)N1CCc2ccccc21 (configuration not stated) | 0.6 | 0 | 14 | -1 | -1 | 3 | 2 | 0 | -2 | 2
COc1ccc(-n2cnnc2SCC(=O)c2ccc(S(=O)(=O)N3CCOCC3)cc2)cc1 | 0.5 | -6 | -2 | -1 | 0 | 0 | 4 | 6 | -1 | -4

Reprinted at random: seven entries already listed.
SMILES | PG9 binder | HTRA1 inhibitor | ARFGAP1 inhibitor | SMARCA2 activ | ASAP1 GAP inh | GC-B act | NPR1 activator | rCAG RNA binder | mABHD4 FP | NR1D1 modulator
C=CCOc1ccc(C2C3=C(CCCC3=O)N(CC(=O)O)C3=C2C(=O)CCC3)cc1OCC | 3.9 | 7 | -10 | -1 | -6 | -3 | 5 | 3 | -2 | 0
O=C(/C=C/c1cccc(Cl)c1Cl)OCC(=O)N1CCOCC1 | -0.9 | -1 | 10 | 3 | -5 | 3 | 1 | -5 | -13 | 0
CCc1cc(CNC(=O)CC2C(=O)NCCN2CC2CCCCC2)on1 (configuration not stated) | -1.5 | 4 | 6 | 1 | 4 | 3 | 3 | -3 | 4 | -1
CCOc1ccc(OCCN(C)Cc2ccccc2)cc1 | 0.6 | -2 | 15 | 2 | -14 | 0 | 6 | -9 | 6 | -7
CN(c1ccc(C(=O)NCc2ccccc2)cc1)S(C)(=O)=O | -0.4 | -7 | -11 | 1 | 3 | -2 | 1 | -1 | -9 | -4
Nc1ccc2ccccc2c1C(=O)c1ccccc1 | -0.2 | -2 | -2 | -3 | -3 | -5 | 0 | 1 | -1 | 8
CC(OC(=O)c1ccc(Cl)nc1)C(=O)N1CCc2ccccc21 (configuration not stated) | 0.6 | 0 | 14 | -1 | -1 | 3 | 2 | 0 | -2 | 2

No enrichment for hits; about 4.4% have a hit in one of these screens.
